EBV LMP1 NFkB: EBV LMP1-driven NF-kappaB luciferase reporter inhibitors, primary screen, cell-based, luminescence, single point; LMP1-induced NF-kappaB luciferase reporter cells; inhibition, % at 12.5 µM; 0.69% of 350,000 active; in the data active = inhibition above about 41%;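 also: 0% = neutral control wells and 100% = reference inhibitor control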
TRAIL sens C8: viability loss with TRAIL in NB7+C8 cells, primary screen, TRAIL sensitizer project, cell-based, ATPlite luminescence; inhibition (viability loss, TRAIL sensitization), % at 10 µM; 1% of 360,000 active;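 active = compounds causing at least 50% loss of cell viability in the single-dose screen, relative to plate controls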
TLR9-MyD88 inh: inhibitors of TLR9-MyD88 association in cells, primary screen, cell-based, CHO, BLA complementation, fluorescence. CCF4 FRET ratio. inhibition, % at 4.98 µM. Toll-like receptor 9 (Homo sapiens) + Myeloid differentiation primary response protein …. 0.21% of 340,000 active;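 active = inhibition above the mean over all tested compounds plus 3 SD, cut at about 21% in these data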;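 also: 0% = DMSO only wells and 100% = clavulanate BLA inhibitor control wells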
NCOA3 inh: SRC3 coactivator transcriptional activity inhibitors, primary screen, cell-based, luminescence; Nuclear receptor coactivator 3 (Homo sapiens), Q9Y6Q9; HEK293 GAL4-SRC3 luciferase reporter; inhibition, % at 3.6 µM; 0.17% of 360,000 active; AID 588352, 2011;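 active = inhibition above a per-campaign cutoff, the mean of all compounds plus 3 SD, cut at about 60% in these data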;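 also: 0% = DMSO-treated cells and 100% = gossypol-treated cells at 36 µM; higher means less SRC3-driven luciferase light from the GAL4 reporter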
NOD2-RIPK2 inh: NOD2-RIPK2 binding disruptors in cells, primary screen, fluorescence, CHO cells, BLA complementation. 0.38% of 360,000 active. inhibition, % at 4.98 µM. CCF4 ratio. Receptor-interacting serine/threonine-protein kinase 2 (Homo sapiens), O43353; in the data active = inhibition above about 21%;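 also: 0% = vehicle only and 100% = reference blocker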
TROY NFkB inh: inhibitors of TROY-driven NF-kB signaling, primary screen, Q293 LMP1-TROYcd cells, NF-kB luciferase, uHTS | Q293 LMP1-TROYcd NF-kB luciferase reporter, 4 h | inhibition, % at 10 µM | 0.98% of 360,000 active;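 active = compounds whose plate-normalised and pattern-corrected inhibition of the luciferase reporter signal at the single screening dose is 50% or more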
Vif imaging: HIV Vif self-association inhibitors, primary screen, imaging, HEK293T, single point. HEK293T cells, Vif self-association by quenched fluorescence, 24 h. inhibition, % at 7.49 µM. 0.35% of 340,000 active. AID 602346, 2012; in the data active = inhibition above about 50%, passing the limit was not always enough; also: some results filed as inactive read as strong as hits
NCOA2 inhibitor: inhibition of GAL4-SRC2 driven luciferase reporter, primary screen, SRC2 inhibitor project, cell-based, luminescence; Nuclear receptor coactivator 2 (Homo sapiens), Q15596; HEK293 GAL4-SRC2 luciferase reporter; inhibition, % at 9 µM; 0.17% of 370,000 active; AID 651957, 2012;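 active = inhibition above the mean inhibition of all tested compounds plus 3 SD, set per campaign, cut at about 52% in these data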;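 also: 0% = DMSO treated cells and 100% = cells given Gossypol at 36 µM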
Target sequence (Q15596 whole entry, looked up, the tested form may be a part): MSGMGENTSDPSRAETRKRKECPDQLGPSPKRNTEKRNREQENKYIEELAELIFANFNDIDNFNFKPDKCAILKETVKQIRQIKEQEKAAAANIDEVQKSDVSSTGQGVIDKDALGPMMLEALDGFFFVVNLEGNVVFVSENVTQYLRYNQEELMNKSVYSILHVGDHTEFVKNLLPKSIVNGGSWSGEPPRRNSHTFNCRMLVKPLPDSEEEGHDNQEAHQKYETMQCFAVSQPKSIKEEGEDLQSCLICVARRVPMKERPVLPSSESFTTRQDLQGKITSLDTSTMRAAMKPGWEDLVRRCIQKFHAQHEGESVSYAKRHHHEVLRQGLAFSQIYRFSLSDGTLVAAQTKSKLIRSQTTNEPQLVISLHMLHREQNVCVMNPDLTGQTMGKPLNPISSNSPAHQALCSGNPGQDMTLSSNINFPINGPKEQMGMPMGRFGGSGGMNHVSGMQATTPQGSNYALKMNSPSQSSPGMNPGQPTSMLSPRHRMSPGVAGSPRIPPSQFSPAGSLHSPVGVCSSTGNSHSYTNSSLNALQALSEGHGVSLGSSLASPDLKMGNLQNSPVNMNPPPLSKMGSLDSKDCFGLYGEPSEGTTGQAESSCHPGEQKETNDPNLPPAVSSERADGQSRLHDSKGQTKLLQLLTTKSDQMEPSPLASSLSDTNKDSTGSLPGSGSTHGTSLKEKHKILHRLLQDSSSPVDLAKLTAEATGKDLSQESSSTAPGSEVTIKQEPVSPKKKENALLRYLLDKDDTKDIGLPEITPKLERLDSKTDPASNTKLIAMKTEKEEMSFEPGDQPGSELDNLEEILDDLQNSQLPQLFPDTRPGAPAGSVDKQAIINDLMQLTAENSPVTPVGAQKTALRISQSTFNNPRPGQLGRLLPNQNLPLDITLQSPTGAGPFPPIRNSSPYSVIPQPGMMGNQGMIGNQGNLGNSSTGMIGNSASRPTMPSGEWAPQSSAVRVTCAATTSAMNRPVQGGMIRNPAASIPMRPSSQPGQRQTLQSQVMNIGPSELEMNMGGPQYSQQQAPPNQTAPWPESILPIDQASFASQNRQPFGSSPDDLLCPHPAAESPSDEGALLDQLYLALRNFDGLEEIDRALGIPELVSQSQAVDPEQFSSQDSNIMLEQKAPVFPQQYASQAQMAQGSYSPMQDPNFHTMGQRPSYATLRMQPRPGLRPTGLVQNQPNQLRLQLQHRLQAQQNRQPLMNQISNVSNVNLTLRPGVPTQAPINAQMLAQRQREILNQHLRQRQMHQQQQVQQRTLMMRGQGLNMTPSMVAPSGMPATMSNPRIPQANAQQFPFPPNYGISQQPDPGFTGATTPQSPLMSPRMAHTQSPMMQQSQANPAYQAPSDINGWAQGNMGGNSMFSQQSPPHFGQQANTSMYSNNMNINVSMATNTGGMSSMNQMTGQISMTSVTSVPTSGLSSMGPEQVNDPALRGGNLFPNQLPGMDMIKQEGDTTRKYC
LRH-1 inv ag: LRH-1 (NR5A2) inverse agonists, primary screen, cell-based, luminescence, HEK293T, StAR-luciferase reporter | AID 602396, 2012 | inhibition, % at 3.6 µM | 0.13% of 360,000 active | LRH-1 transfected, 24 h | Nuclear receptor subfamily 5 group A member 2 (Homo sapiens), O00482;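 active = inhibition above the mean inhibition of all tested compounds plus 3 SD, cut at about 73% in these data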;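 also: 0% = DMSO wells and 100% = reporter-only cells lacking LRH-1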
NR2F2 inh: NR2F2 transcriptional activity inhibitors, primary screen, cell-based, luciferase reporter, HEK293T, luminescence. HEK293T NGFI-A luciferase reporter. inhibition, % at 8.6 µM. 0.7% of 370,000 active. AID 686940, 2013;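 active = inhibition above a per-plate cutoff, mean inhibition of test wells between control levels plus 3 SD, cut at about 38% in these data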;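 also: cells cotransfected with COUP-TFII expression vector driving the NGFI-A reporter; 0% = median of COUP-TF2 test wells and 100% = reporter-only cells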
NCOA1 inh: SRC1 coactivator transcriptional activity inhibitors, primary screen, cell-based, luminescence | Nuclear receptor coactivator 1 (Homo sapiens), Q15788 | HEK293 GAL4-SRC1 luciferase reporter | inhibition, % at 3.6 µM | 0.12% of 360,000 active | AID 588354, 2011;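 active = inhibition above the campaign mean plus 3 SD, with each screening campaign given its own cutoff, cut at about 60% in these data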;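 also: 0% = DMSO treated cells and 100% = gossypol at 36 µM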
Starred values were filed as active, the others as inactive; x = no result given.

SMILES	EBV LMP1 NFkB	TRAIL sens C8	TLR9-MyD88 inh	NCOA3 inh	NOD2-RIPK2 inh	TROY NFkB inh	Vif imaging	NCOA2 inhibitor	LRH-1 inv ag	NR2F2 inh	NCOA1 inh
CCCOc1ccc(CSc2nc3ccccc3[nH]2)cc1	7.1	53.2*	-2.3	-43.2	8.2	13.7	-12.1	-6.8	-45.0	38.0*	-29.3
CCOC(=O)C1=C(CCc2ccccc2)NC(=O)NC1c1ccc2ccccc2c1 (centres undefined)	2.4	5.0	-1.8	-3.4	-3.5	25.8	-3.2	-12.8	-1.2	14.9	-8.3
O=C(NCC1CCCCC1)c1[nH]c(C(F)(F)F)nc1-c1ccccc1	x	-19.9	x	-9.9	-16.9	15.4	-3.8	-2.3	19.4	1.7	11.2
O=C(CSc1nnc(-c2ccco2)n1-c1ccccc1)NCC1CCCO1 (centres undefined)	2.9	-5.5	-3.4	4.3	-10.0	2.2	-12.6	-16.4	-14.4	-3.7	-39.7
COc1ccc(/C=N/NC(=O)Nc2cccc3nsnc23)c(OC)c1	5.1	-1.8	-0.4	-2.2	-7.4	22.0	-8.2	5.9	-0.1	-1.4	11.0
COc1ccc(C(=O)NCCc2ccc(C(F)(F)F)cc2)cc1S(=O)(=O)N1CCOCC1	-1.4	-4.2	-4.2	13.7	3.9	5.7	-10.2	20.6	-11.7	16.9	-2.0
CCC(CC)C(=O)Nc1cc(C(=O)OC)cc(C(=O)OC)c1	1.5	-18.7	-2.2	10.2	-1.1	1.7	-0.3	-20.0	5.2	-7.3	1.4
COc1cccc2cc(/C(=N/O)c3ccccc3)oc12	-10.4	-0.7	-10.9	-21.9	-12.5	-3.1	-5.9	-14.7	-21.4	-3.9	1.1
Cc1nn(-c2ccccc2)c(C)c1/C=N/NC(=O)c1cc(C2CC2)[nH]n1	-1.9	17.4	9.9	4.0	3.5	-30.1	-1.9	-24.4	-3.7	-5.4	-34.8
CCOC(=O)c1ccc(-c2c(-c3ccccc3OC)sc3ccc(OC)cc23)cc1F	8.2	11.2	7.8	-10.9	-11.6	53.2*	1.9	-4.5	1.2	4.4	-3.8
COc1cc(NC(=O)COc2cc(C)cc3oc(=O)cc(C)c23)cc(OC)c1OC	3.5	-6.9	2.4	-7.2	-3.2	-2.2	-2.0	-4.7	16.7	-27.6	-6.2
CCCC(=O)Nc1ccc2c(c1)nc(CCN1CCC(C)CC1)n2C	1.4	-4.0	1.5	3.1	-1.5	14.1	2.6	17.0	6.7	-23.7	13.2
C[C@H]1CN([C@@H](C)CO)C(=O)CCCn2cc(nn2)CO[C@@H]1CN(C)C(=O)Nc1ccccc1C(F)(F)F	-4.5	-4.2	8.8	-8.8	6.4	-2.3	2.0	-7.4	15.3	10.1	3.5
COCCn1c(C)cc(C(=O)CN2CCCCC2)c1C	-40.9	-7.1	3.3	10.3	-0.2	7.3	-8.0	-19.8	-5.3	2.9	-11.5
CCCn1c(C2CCCN2c2nc(-c3ccc(C)cc3)cs2)nc2ccccc21 (centres undefined)	-12.5	26.0	-10.3	-13.7	-9.0	0.6	-13.0	11.1	4.0	7.5	-18.1
CC/C(=N\NC(=O)c1nnn(-c2nonc2N)c1-c1ccc2c(c1)OCO2)c1ccccc1	1.8	4.1	-7.6	3.5	-1.2	13.6	24.2	4.6	10.5	3.5	8.5
Cc1cccc(C)c1NC(=O)CN1CCN(C(=O)c2cc(C3CC3)nn2-c2ccccc2)CC1	10.6	-3.0	0.1	12.3	-10.3	-4.4	-2.2	-16.3	25.8	-30.6	-23.0
CN(C)CCCNCCCNC(=O)c1ccncc1	2.7	-10.5	-5.5	8.3	-5.6	11.1	-26.0	-19.8	-9.9	6.5	1.4
COC(CNC(=O)c1ccc(CS(=O)(=O)c2ccccc2)o1)OC	4.5	2.4	5.9	-8.0	0.8	4.1	-6.9	-3.1	14.2	14.1	-19.1
O=C(CCc1ccccc1)Nc1cc2c(cc1C(=O)O)OCCCO2	1.8	-9.7	3.9	-9.4	11.4	-4.2	5.1	17.5	-9.8	-0.2	-14.9
O=C(CCN1C(=O)/C(=C/c2ccc3c(c2)OCO3)SC1=S)Nc1ccccc1	-32.4	1.1	3.8	18.7	4.0	-8.4	0.0	11.4	3.3	-13.2	-3.1
CCN(CC)CCSc1nc2c([nH]1)c(=S)n(C)c(=O)n2C	7.1	0.7	-14.8	-10.0	-6.6	-11.7	-5.0	-19.1	-3.4	2.6	-0.8
CN(C)CCNC(=O)CNC(=S)N(CCCN1CCOCC1)Cc1cccs1	-5.5	-4.7	-15.4	2.4	6.7	6.8	-7.8	-2.8	-17.6	19.7	-25.8
COc1ccc2c(c1)C(=O)N(Cc1ccccc1)C(=O)C2(C)C	5.5	-9.6	5.0	-24.4	9.7	16.3	24.9	-4.1	-6.4	-3.1	3.5
Cc1cc2cc(C#N)c(N3CCOCC3)nc2cc1Cl	-9.3	2.8	-0.1	-9.7	1.9	9.5	-5.2	-8.0	19.5	17.6	0.8
COc1ccc(C(CCN2CCCCC2)c2c(O)cc(OC)cc2OC)cc1 (centres undefined)	-1.2	-5.3	2.8	-26.4	-1.0	-6.4	-4.2	-4.0	-17.6	0.3	-15.9
Nc1nc(=S)[nH]c2c1C1(CCCC1)Cc1ccccc1-2	-17.0	40.6	0.7	28.1	-2.8	-8.2	x	-1.7	-11.4	12.5	13.9
COc1ccc(CCN2C(=O)CC(Cc3ccccc3)C2=O)cc1OC (centres undefined)	0.6	-13.8	3.2	-0.4	-0.3	10.8	23.0	-5.4	5.7	5.9	0.4
NC(=O)CN1C(=O)C(O)(CC(=O)/C=C\c2ccc3c(c2)OCO3)c2ccccc21 (centres undefined)	-4.6	-5.5	1.6	6.7	-5.9	-4.0	-4.0	25.8	-3.0	-3.4	-23.7
COc1cc(C(=O)Nc2ccc(C)cn2)c([N+](=O)[O-])cc1OC	-1.9	4.8	-7.7	6.0	4.0	-0.3	-2.2	1.9	5.5	-2.1	8.6
COc1cccc(NC(=O)CN(C)C(=O)c2sc3cc(Cl)ccc3c2Cl)c1	5.4	11.9	-2.3	-7.0	2.4	17.3	-2.8	17.0	-11.1	10.5	-51.5
CC1CN(C(=S)Nc2ccccc2)C(C)CN1C=O (centres undefined)	2.9	-5.0	-3.0	-10.7	4.6	-6.5	0.0	-6.9	11.8	24.9	0.4
O=C(Nc1ccc(F)cc1F)c1cccn1-c1ncc(C(F)(F)F)cc1Cl	1.1	0.7	5.4	11.7	2.8	1.2	x	29.4	-40.8	-3.6	15.6
CC1(C)CC(C(=O)Nc2ccccc2)C(=O)O1 (centres undefined)	-1.0	29.7	0.0	19.6	-7.8	-15.8	-0.6	21.0	2.4	11.3	-4.7
Cc1nc(C)n(CC(O)COc2ccc3ccccc3c2)n1 (centres undefined)	-7.6	2.9	-4.5	-15.9	2.2	-5.3	-0.7	-5.2	-2.7	-4.3	-13.8
O=C(O)CSc1nnc(COc2ccc(Br)cc2)n1-c1ccccc1	1.7	-8.3	-5.4	-2.0	-2.3	11.3	-2.5	-43.4	-22.0	0.2	-1.4
COc1ccc(OC)c2sc(N3CCN(c4ccccc4)CC3)nc12	2.2	25.5	-5.1	-12.2	3.1	-13.4	-6.0	1.5	3.9	-17.4	-14.6
O=C(NCc1ccco1)C1CC(c2cccc([N+](=O)[O-])c2)=NO1 (centres undefined)	-5.5	-2.1	13.3	0.7	9.9	2.0	-0.8	5.6	13.0	0.0	-12.3
Cc1noc(C)c1-c1nnc(-c2ccc(C(F)(F)F)cc2)o1	10.9	3.5	-3.0	9.1	-1.4	-33.0	0.9	-9.4	-5.0	-30.2	-3.8
COC(=O)NCc1cccc(CNC(=O)OC)c1	5.7	-3.7	1.8	2.4	-3.5	-6.6	-22.0	-6.4	6.1	4.3	0.2
Cc1cc(-c2ccccc2)n(-c2cc(N/N=C/c3ccccc3O)ncn2)n1	21.5	32.5	-3.0	21.6	16.6	41.8	3.1	39.1	15.9	-32.5	7.4
CCc1c(C)c2cc(Cl)c(O)c(CN3CCCC3)c2oc1=O	1.7	-8.3	-13.5	2.2	-9.9	20.7	-2.0	-35.9	-11.1	15.8	1.3
O=c1[nH]c(C2CCN(S(=O)(=O)c3ccc(S(=O)(=O)NC4CC4)cc3)CC2)nc2c1nnn2Cc1ccc(F)cc1	-6.5	-8.4	1.3	1.7	-3.3	9.4	6.1	-8.9	15.2	11.3	15.6
NNc1nc2c(Cl)cccc2s1	-8.3	-10.1	-4.0	-25.7	-13.4	-44.0	-7.5	-32.2	-37.2	-13.4	-35.0
FC(F)(F)c1cnc(Sc2nnc(-c3cccs3)n2CC2CCCO2)c(Cl)c1 (centres undefined)	2.8	-28.7	3.2	-8.2	-1.6	-28.5	5.3	7.9	-4.2	10.7	11.9
O=S(=O)(c1ccc(Cl)c(S(=O)(=O)N2CCCC2)c1)N1CCCC1	1.0	2.4	8.2	12.7	-8.1	-13.2	-0.2	-12.3	-16.0	11.3	9.2
O=C(OC(C(=O)O)C(OC(=O)c1ccccc1)C(=O)NCc1ccccc1)c1ccccc1 (centres undefined)	-2.8	14.2	8.8	6.0	-1.4	-2.9	19.2	-30.8	10.2	-3.5	7.2
CCC(NC(=O)NNC(=O)c1ccncc1)(C(F)(F)F)C(F)(F)F	3.9	3.8	-2.3	6.0	-3.1	-22.6	-2.7	-2.4	-2.0	-0.9	1.1
CCCc1cc(C(=O)NNC(=S)NC(C)c2ccccc2)cs1 (centres undefined)	-16.8	-17.7	0.2	23.9	7.3	9.0	-6.3	8.6	0.9	-0.3	-16.9
COC(=O)c1c(C(=O)OC)c(-c2ccc(F)cc2)n2c1CS(=O)C2 (centres undefined)	2.0	-16.1	-3.0	11.0	4.2	-21.0	-6.5	25.9	9.6	2.8	-137.6

Complete entries, quoted from the list:
Listed for CCC(NC(=O)NNC(=O)c1ccncc1)(C(F)(F)F)C(F)(F)F → EBV LMP1 NFkB = 3.9; TRAIL sens C8 = 3.8; TLR9-MyD88 inh = -2.3; NCOA3 inh = 6.0; NOD2-RIPK2 inh = -3.1; TROY NFkB inh = -22.6; Vif imaging = -2.7; NCOA2 inhibitor = -2.4; LRH-1 inv ag = -2.0; NR2F2 inh = -0.9; NCOA1 inh = 1.1
Listed for CCCc1cc(C(=O)NNC(=S)NC(C)c2ccccc2)cs1 (centres undefined) → EBV LMP1 NFkB = -16.8; TRAIL sens C8 = -17.7; TLR9-MyD88 inh = 0.2; NCOA3 inh = 23.9; NOD2-RIPK2 inh = 7.3; TROY NFkB inh = 9.0; Vif imaging = -6.3; NCOA2 inhibitor = 8.6; LRH-1 inv ag = 0.9; NR2F2 inh = -0.3; NCOA1 inh = -16.9

Source: PubChem BioAssay (several laboratories)

The list is partial; rates above refer to the full screens.
